TCR CD3 inh = human TCR-CD3 binding inhibition; inhibition, % at 9.4 µM; 0.37% of 360,000 active; AID 651800; TAMRA-labeled TCR probe fluorescence, biochemical; in the data active = inhibition above about 19%;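 also: recombinant mutant TCR 2C K166C tagged with TAMRA read by polarization; 0% = receptor in buffer alone and 100% = receptor with positive control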
LEDGF integ inh = blocks HIV-1 LEDGF/p75-dependent DNA integration. TR-FRET IN-LEDGF/p75 DNA integration, Eu/Cy5. inhibition, % at 3.7 µM. 0.64% of 370,000 active;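 active = inhibition above the screen-wide mean plus 3 SD, cut at about 13% in these data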;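 also: signal is the Cy5 over europium emission ratio at 671 and 618 nm; 0% = plate median of compound wells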
DDE Tn6 FP inh = DD(E)-Tn6 binding inhibition, primary FP screen | P02675 | Fibrin DD(E) TRITC-Tn6 fluorescence polarization displacement | inhibition, % at 8.3 µM | 0.21% of 370,000 active;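 active = inhibition above a per-campaign cutoff: mean of compounds within control limits plus 3 SD, cut at about 15% in these data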;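 also: 0% = median of all compound wells on the plate and 100% = blocking peptide control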
TDP2 inh = blocks human TDP2 phosphodiesterase activity. inhibition, % at 12.8 µM. O95551. 0.34% of 370,000 active. recombinant TDP2, T5PNP hydrolysis, p-nitrophenol absorbance 415 nm;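 active = inhibition above the mean of all tested compounds plus 3 SD, set per campaign, cut at about 25% in these data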;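 also: 0% = DMSO with enzyme and 100% = buffer with substrate but no TDP2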
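Assay system: Recombinant human TDP2 | Quantity: 120 nM TDP2 per well | Incubation: 2 h at 37 °C | Signal: Epi absorbance | Evaluation: Percent inhibition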
PRMT1 inh = inhibitors of human PRMT1 | Q99873 | recombinant PRMT1, activity-based probe fluorescence polarization | inhibition, % at 2.79 µM | 1.3% of 370,000 active;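 active = inhibition above about 21% made by adding two undisclosed values, limit read from the data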
SIAE primary = inhibitors of human sialic acid acetylesterase SIAE | SIAE FP-Rh probe binding, fluorescence polarization | inhibition, % at 9.66 µM | 0.69% of 370,000 active;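 active = inhibition above a cutoff: mean of compounds within the control limits plus 3 SD of those, cut at about 17% in these data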;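 also: 0% = plate median of compound wells and 100% = probe without SIAE protein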
proKLK7 act = activates the human kallikrein-7 zymogen. AID 652039. 0.9% of 370,000 active. purified proKLK7, EDANS-DABCYL substrate fluorescence; 100% is mature enzyme control, 0% vehicle. activation, % at 7 µM. P49862;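 active = activation above the mean of all tested compounds plus 3 SD, computed per campaign excluding outliers beyond control limits, cut at about 13% in these data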
DDE Tn7 FP inh = disrupts Tn7 cyclic peptide binding to fibrin D-Dimer-E complex. P02675. FP displacement of FITC-Tn7 peptide from fibrin DD(E); 0% = median of compound wells per plate. inhibition, % at 8.3 µM. 0.13% of 370,000 active;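 active = inhibition above the mean of compounds falling within the control limits plus 3 SD of them, cut at about 14% in these data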;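 also: 0% = plate median of compound wells and 100% = 10 µM Aha-Tn7 peptide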
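Measure: % inhibition scaled between sample-field median and high-control FP; Test system: human fibrin DD(E); Quantity: 2 µM final DD(E) protein; Doses: one dose, 8.3 µM nominal; Schedule: compound with protein 10 min, then 3 h after probe, room temperature; Detection: fluorescence polarization; Medium: Tris buffer with calcium and detergent, pH 7.8.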
UHRF1 MBD2 ctr = UHRF1 methyl-DNA binding inhibition. inhibition, % at 4.4 µM. UHRF1 binding to methylated oligo, TR-FRET. Q96T88. 0.75% of 370,000 active; in the data active = inhibition above about 21%;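 also: UHRF1 SRA domain binding a hemimethylated CpG hairpin DNA probe; 0% = median of test compound wells and 100% = reference inhibitor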
MBD2 DNA inh = MBD2-methylated oligo binding inhibition; 0.31% of 370,000 active; inhibition, % at 4.4 µM; Q9UBB5; TR-FRET, MBD2 binding to methylated oligonucleotide; in the data active = inhibition above about 13%
Target sequence (Q9UBB5 whole entry, looked up): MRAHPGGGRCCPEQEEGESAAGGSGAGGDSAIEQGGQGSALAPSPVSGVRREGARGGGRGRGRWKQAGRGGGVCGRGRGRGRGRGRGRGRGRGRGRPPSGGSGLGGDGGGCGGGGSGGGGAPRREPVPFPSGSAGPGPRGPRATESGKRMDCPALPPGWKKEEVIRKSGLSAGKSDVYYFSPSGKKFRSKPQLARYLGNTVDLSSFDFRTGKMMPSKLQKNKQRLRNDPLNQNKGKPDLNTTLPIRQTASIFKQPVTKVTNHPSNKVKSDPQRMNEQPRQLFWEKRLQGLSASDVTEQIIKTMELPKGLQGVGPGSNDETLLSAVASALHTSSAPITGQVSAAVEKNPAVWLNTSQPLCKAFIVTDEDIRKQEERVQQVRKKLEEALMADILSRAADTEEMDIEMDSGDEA
* hit, by the source's call.

| # | DDE Tn6 FP inh | SIAE primary | TDP2 inh | PRMT1 inh | MBD2 DNA inh | LEDGF integ inh | proKLK7 act | DDE Tn7 FP inh | TCR CD3 inh | UHRF1 MBD2 ctr | SMILES |
| --- | --- | --- | --- | --- | --- | --- | --- | --- | --- | --- | --- |
| 1 | 5.0 | 11.8 | -2.4 | 2.2 | 11.1 | -3.8 | 1.1 | -1.0 | 1.0 | 21.0* | COc1ccc(CNC(=O)C[C@H]2C[C@H](C(=O)N3CCCCC3)[C@@]3(C)c4[nH]c5ccc(Cl)cc5c4CCN3C2=O)cc1OC |
| 2 | 0.2 | 7.7 | -9.8 | -1.6 | 0.8 | -1.3 | 0.3 | 4.4 | -1.8 | -1.4 | Cc1ccc(N(C(=O)CS(=O)CC(=O)Nc2ccc(F)cc2)C(C(=O)NC2CCCCC2)c2ccco2)cc1 (stereo not given) |
| 3 | -1.0 | -1.7 | 4.4 | 4.1 | 0.5 | -0.7 | 0.0 | -1.8 | -8.4 | -0.4 | CCC(=O)NC1(C(F)(F)F)C(=O)Nc2c1c(=O)n(C)c(=O)n2C (stereo not given) |
| 4 | -8.4 | -10.6 | -7.6 | 2.4 | 1.1 | 1.3 | 0.1 | -12.3 | 3.2 | 2.7 | Clc1ccc2c(c1)c1cc(Cl)ccc1n2CN1CCOCC1 |
| 5 | -5.0 | 1.6 | 3.8 | -0.9 | 4.8 | -3.0 | -0.8 | 3.2 | -3.3 | -2.0 | Cc1cc(C(F)F)n2ncc(C(=O)NCCc3ccc(Cl)cc3)c2n1 |
| 6 | 2.1 | 8.8 | -2.3 | 10.5 | -2.7 | -0.1 | -0.5 | 8.2 | -4.5 | 1.3 | Cc1ccc(C)c(NC(=S)NNc2ccc(F)cc2F)c1 |
| 7 | -10.7 | 5.1 | -12.5 | -3.0 | -5.3 | 8.4 | 0.9 | 5.8 | 2.1 | 0.9 | Cc1cc(-c2nn(-c3ccccc3F)cc2CNCCc2cnccn2)c(C)s1 |
| 8 | 1.8 | 2.6 | -5.6 | 6.1 | 7.4 | 0.5 | -0.1 | 3.9 | 6.5 | 3.1 | COC(=O)c1cc(COC(=O)CNC(=O)c2cccc(C)c2)oc1C |
| 9 | 1.1 | 0.4 | 0.8 | 12.5 | 1.9 | -9.7 | 4.5 | -5.9 | -5.3 | -0.4 | CCc1cc(N2CCOCC2)cc2c1[nH]c1ccccc12 |
| 10 | -2.2 | 2.1 | 0.8 | 0.6 | -4.2 | -1.9 | -0.4 | -1.0 | -1.7 | 4.5 | COc1ccccc1NC(=O)Cc1nnc(SCC(=O)NC2CCCC2)n1C |
| 11 | -4.3 | 6.5 | -0.8 | 0.5 | 8.5 | -0.8 | 2.1 | 1.7 | 0.8 | 21.4* | O=C(Nc1ccccc1)/C(=C/c1ccc2c(c1)OCO2)NC(=O)c1ccco1 |
| 12 | 7.0 | -6.7 | -4.8 | -2.4 | -1.9 | -5.3 | 0.1 | 0.6 | 6.4 | -1.3 | COC(=O)C1=C(C)N(Cc2cccc(C(F)(F)F)c2)C(=NCc2ccc(C(F)(F)F)cc2)NC1c1ccccc1C(F)(F)F (stereo not given) |
| 13 | -0.5 | -8.9 | -14.5 | -0.3 | -4.0 | 2.8 | 0.7 | 4.3 | 1.9 | -4.1 | N#CCC(=O)N/N=C/c1cn(Cc2ccc(Cl)c(Cl)c2)c2ccccc12 |
| 14 | 2.6 | 5.4 | -2.0 | -1.1 | -0.2 | -2.2 | -0.3 | -3.7 | 7.3 | -1.7 | O=C(NCCN1CCOCC1)c1cc(Sc2cccc(Cl)c2)nc2ccccc12 |
| 15 | -1.7 | -2.2 | 5.0 | -1.7 | 0.2 | 1.6 | -0.4 | -4.7 | -0.4 | -1.1 | COc1ccc(/C=N/NC(=S)Nc2cc(C(F)(F)F)ccc2Cl)cc1 |
| 16 | 4.9 | 4.4 | -9.2 | -0.8 | -6.5 | 1.5 | -0.3 | -0.7 | -3.0 | 0.3 | CC1CCCC(C)N1CCCNC(=O)C(=O)Nc1ccc2nc3n(c(=O)c2c1)CCCCC3 (stereo not given) |
| 17 | -5.0 | -7.7 | 4.2 | 0.7 | -0.3 | 3.1 | 0.5 | -7.4 | 6.3 | 1.7 | Cc1ccc(NC(=O)CN2C(=O)NC3(CCCCC3C)C2=O)cc1S(=O)(=O)N1CCCCC1 (stereo not given) |
| 18 | -4.8 | -4.7 | 0.7 | 1.1 | 2.0 | -0.3 | -0.3 | 1.0 | -0.3 | -0.6 | CC(=O)O[C@@H]1[C@@]2(C)O[C@H]2CC[C@]23O[C@H]2[C@H](OC3=O)C2=C(C)C(=O)O[C@@]21O |
| 19 | 1.0 | -3.1 | 13.4 | 5.1 | 3.8 | -1.8 | -0.4 | 5.4 | 3.9 | -2.6 | O=C(c1ccco1)N1CCN(C(=O)c2cc3sccc3n2Cc2ccccc2)CC1 |
| 20 | 5.0 | -2.4 | -4.9 | -3.0 | -5.0 | 0.3 | 0.9 | -2.4 | 5.4 | 1.3 | CCc1ccc(CCC(=O)Nc2ccc(OC)cc2)o1 |

Source: PubChem
